C diff growth: inhibitors of Clostridium difficile growth; Clostridium difficile clinical isolate growth, OD600, 24 h; hits give low values; growth activity, negative = inhibition, % at 16 µg/mL (by protocol); 0.25% of 86,000 active;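 active means mean growth activity at or below -80% and every replicate also at or below -80%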;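 further: 0% = DMSO wells and -100% = levofloxacin 16 µg/mL wells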
T cruzi growth: blocks T. cruzi growth in NIH3T3 culture | T. cruzi beta-gal in NIH3T3, GalScreen luminescence, 90 h | inhibition, % at 8.34 µM | 5.9% of 77,000 active;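 active means mean inhibition above about 93%, with at least 55% of replicates each passing it, limit read from the data, passing the limit was not always enough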
Pf Dd2 inh: P. falciparum Dd2 growth inhibition; 2.3% of 94,000 active; SYBR Green, 72 h; hits give low values; activity change, % at 10 µM; in the data active means activity change below about -80%
GASC1 inh: KDM4C (human) demethylase inhibition | Q9H3R0 | GST-KDM4C 2-372, H3K9me3 peptide, LANCE TR-FRET | inhibition, % at 12.5 µM | 0.15% of 96,000 active;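 active means mean replicate inhibition above about 25%, with at least 55% of replicates also reaching it, limit read from the data, passing the limit was not always enough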
Target sequence (Q9H3R0 2-372 limits assumed): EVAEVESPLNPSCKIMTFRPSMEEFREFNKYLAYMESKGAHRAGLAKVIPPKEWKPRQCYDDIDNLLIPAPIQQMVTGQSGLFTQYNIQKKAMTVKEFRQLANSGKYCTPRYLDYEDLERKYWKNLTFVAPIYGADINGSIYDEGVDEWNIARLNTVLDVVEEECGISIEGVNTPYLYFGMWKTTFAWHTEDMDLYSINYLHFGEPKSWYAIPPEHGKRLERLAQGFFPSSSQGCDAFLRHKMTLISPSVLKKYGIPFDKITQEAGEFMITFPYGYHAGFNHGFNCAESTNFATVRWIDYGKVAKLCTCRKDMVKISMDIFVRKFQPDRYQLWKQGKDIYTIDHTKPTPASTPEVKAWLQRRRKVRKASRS
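Test system – GST-tagged GASC-1 (JMJD2C) catalytic fragment, aa 2-372 · Medium – HEPES buffer, pH 7.5, plus ascorbate · Reagent – H3K9me3 peptide with Fe(II)/2OG · Compound – one test concentration per compound · Timing – 30 min reaction, 60 min detection, RT · Technique – TR-FRET with Eu antibody and ULight streptavidin, EDTA stop · Read-out basis – inhibition from TR-FRET ratio decrease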
An asterisk follows results filed as active; / = no result given; & = joins results of further samples.

entry	Compound	C diff growth	T cruzi growth
1	C[C@H](CO)N1C[C@H](C)[C@@H](CN(C)S(C)(=O)=O)Oc2ccc(NC(=O)c3ccncc3)cc2C1=O	1	35
2	C[C@H](CO)N1C[C@H](C)[C@@H](CN(C)S(=O)(=O)c2cn(C)cn2)Oc2ccc(NS(=O)(=O)c3cn(C)cn3)cc2CC1=O	1	13
3	C[C@@H]1CCCCO[C@@H](CN(C)Cc2ccc(C(F)(F)F)cc2)[C@H](C)CN([C@@H](C)CO)C(=O)c2cc(NS(=O)(=O)c3ccccc3)ccc2O1	/	71
4	C[C@H](CO)N1C[C@H](C)[C@@H](CN(C)CC2CC2)Oc2cc(-c3cccnc3)ccc2S1(=O)=O	9	-53
5	O=C(C1CCC1)N1CC(=O)N2[C@@H](CO)[C@@H](c3ccc(-c4ccccc4F)cc3)[C@@H]2C1	8	/
6	C[C@@H]1CN([C@@H](C)CO)C(=O)c2cccc(NC(=O)C3CCOCC3)c2O[C@H]1CN(C)C	5&3	/
7	O=C(NCC[C@@H]1CC[C@H](NC(=O)c2cccnc2)[C@H](CO)O1)Nc1ccc(C(F)(F)F)cc1	/	-35
8	CCCNC(=O)N(C)C[C@@H]1Oc2cc(-c3ccccc3F)ccc2S(=O)(=O)N([C@H](C)CO)C[C@@H]1C	-3	/
9	CO[C@@H]1CN(C)C(=O)c2ccc(NS(=O)(=O)c3ccccc3)cc2OC[C@H](C)N(C(=O)NC(C)C)C[C@@H]1C	0	-8
10	O=C(C[C@@H]1C=C[C@@H](NS(=O)(=O)c2ccc(F)cc2)[C@@H](CO)O1)N1CCC(Cc2ccccc2)CC1	0	42

entry	Pf Dd2 inh	GASC1 inh
1	25	-0.1
2	-4	1.5
3	-55	-0.3
4	-32	-4.5
5	-60	-0.7
6	4	-0.8
7	-6	-0.5
8	-6	0.2
9	9	0.2
10	-29	-2.4

(listing goes on)
entry	Compound	C diff growth	T cruzi growth
11	CN1CCN(C(=O)C[C@H]2CC[C@H]3[C@@H](COC[C@@H](O)CN3C(=O)c3ccc(F)cc3)O2)CC1	0	-9
12	C[C@@H]1CCCCO[C@H](CN(C)C(=O)Nc2ccc3c(c2)OCO3)[C@H](C)CN([C@H](C)CO)C(=O)c2cc(NC(=O)C3CCCCC3)ccc2O1	-5	47
13	O=C(Nc1ccccc1)N1CCCCN2[C@H](CO)[C@@H](c3ccc(-c4ccccc4F)cc3)[C@H]2C1	28	46
14	C[C@H]1CN([C@@H](C)CO)S(=O)(=O)c2ccc(C#CC3CCCC3)cc2O[C@@H]1CN(C)Cc1cccnc1	10	98*
15	COc1ccc(S(=O)(=O)N[C@H]2CC[C@@H](CCNC(=O)Cc3ccccn3)O[C@H]2CO)cc1	/	-8
16	C[C@@H]1CN([C@@H](C)CO)C(=O)Cc2cc(NC(=O)Nc3ccc4c(c3)OCO4)ccc2O[C@H]1CN(C)Cc1ccc(Cl)c(Cl)c1	2	-18
17	COc1ccc(NC(=O)Nc2cccc3c2O[C@@H](CN(C)C(=O)NC2CCCCC2)[C@@H](C)CN([C@H](C)CO)C3=O)cc1	1	10
18	COc1ccc(S(=O)(=O)N(C)C[C@H]2Oc3ccc(NC(=O)CCCCCC(=O)Nc4ccccc4N)cc3CC(=O)N([C@@H](C)CO)C[C@H]2C)cc1	-5	43
19	C[C@@H]1CN([C@@H](C)CO)C(=O)CCCn2cc(nn2)CO[C@@H]1CN(C)S(=O)(=O)c1ccccc1	4	13
20	C[C@H]1CN([C@@H](C)CO)C(=O)c2cc(NC(=O)C3CC3)ccc2O[C@@H]1CN(C)Cc1ccc(C(F)(F)F)cc1	3	78

entry	Pf Dd2 inh	GASC1 inh
11	11	-0.3
12	-86*	-2.0
13	-27	-0.1
14	-66	-0.5
15	14	0.7
16	-79	1.0
17	-32	-0.4
18	-38	-1.0
19	-8	-0.9
20	3	0.1

The results go on.
entry	Compound	C diff growth	T cruzi growth
21	C[C@@H]1CN([C@H](C)CO)C(=O)c2cc(NC(=O)Nc3ccc(F)cc3)ccc2O[C@@H]1CN(C)Cc1ccccc1	16	36
22	Cc1noc(C)c1NC(=O)Nc1ccc2c(c1)C(=O)N([C@@H](C)CO)C[C@H](C)[C@H](CN(C)C(=O)C1CCCCC1)OCCCC[C@H](C)O2	4	-5
23	CCCC#Cc1cnc2c(c1)C(=O)N([C@H](C)CO)C[C@@H](C)[C@@H](CN(C)C(=O)c1ccccc1)O2	2	/
24	C[C@@H]1CN([C@@H](C)CO)C(=O)c2cc(-c3ccncc3)cnc2O[C@@H]1CN(C)C(=O)C1CC1	10	12
25	CO[C@@H]1CN(C)C(=O)c2ccc(NS(=O)(=O)c3ccc(Cl)cc3)cc2OC[C@H](C)NC[C@@H]1C	3	-18
26	O=C(C[C@@H]1C=C[C@@H](NC(=O)Nc2cccc(F)c2)[C@H](CO)O1)NCC1CCCCC1	/	-20
27	C[C@H]1CCCCO[C@@H](CN(C)C(=O)Nc2cccc3ccccc23)[C@@H](C)CN([C@@H](C)CO)C(=O)c2cc(NS(=O)(=O)c3ccc(Cl)cc3)ccc2O1	-4	-10
28	Cc1noc(C)c1S(=O)(=O)N(C)C[C@H]1OCCCC[C@@H](C)Oc2ccc(NS(=O)(=O)c3cccs3)cc2C(=O)N([C@H](C)CO)C[C@@H]1C	-1	/
29	CNC[C@H]1Oc2cc(-c3ccc(C(=O)N(C)C)cc3)ccc2S(=O)(=O)N([C@H](C)CO)C[C@@H]1C	1	7
30	C[C@H]1CN([C@@H](C)CO)C(=O)Cc2cc(NC(=O)Nc3ccc4c(c3)OCO4)ccc2O[C@H]1CN(C)C(=O)Nc1ccc2c(c1)OCO2	-3	-39

entry	Pf Dd2 inh	GASC1 inh
21	-1	-1.7
22	-39	1.0
23	5	1.3
24	67	3.1
25	23	0.2
26	-29	0.5
27	-44	-2.0
28	-30	-3.2
29	-7	-2.3
30	2	/

Values by screen from the entries so far:
T cruzi growth, entries 17 to 22 → 10, 43, 13, 78, 36, -5
C diff growth, entries 17 to 22 → 1, -5, 4, 3, 16, 4
GASC1 inh, entries 17 to 22 → -0.4, -1.0, -0.9, 0.1, -1.7, 1.0

Single records, from the list above:
`O=C(C[C@@H]1C=C[C@@H](NC(=O)Nc2cccc(F)c2)[C@H](CO)O1)NCC1CCCCC1` reads C diff growth = /; T cruzi growth = -20; Pf Dd2 inh = -29; GASC1 inh = 0.5
`CCCC#Cc1cnc2c(c1)C(=O)N([C@H](C)CO)C[C@@H](C)[C@@H](CN(C)C(=O)c1ccccc1)O2` reads C diff growth = 2; T cruzi growth = /; Pf Dd2 inh = 5; GASC1 inh = 1.3

(next part)
entry	Compound	C diff growth	T cruzi growth
31	Cc1ccc(S(=O)(=O)Nc2ccc3c(c2)CC(=O)N([C@@H](C)CO)C[C@H](C)[C@@H](CN(C)Cc2ccc(C(=O)O)cc2)O3)cc1	/	-11
32	O=C(N[C@@H]1CC[C@@H](CCNS(=O)(=O)c2ccc(F)cc2)O[C@@H]1CO)c1cnccn1	-3	-25
33	COc1ccc(NC(=O)N(C)C[C@H]2Oc3ccc(N(C)C)cc3CC(=O)N([C@H](C)CO)C[C@H]2C)cc1	-6	-5
34	C[C@H](CO)N1C[C@H](C)[C@@H](CN(C)Cc2ccc(Oc3ccccc3)cc2)Oc2ccc(NC(=O)C3CC3)cc2CC1=O	14	83
35	CO[C@@H](CN(C)S(=O)(=O)c1ccc(F)cc1)[C@H](C)CN([C@H](C)CO)S(=O)(=O)c1cccc(Cl)c1	/	85
36	C[C@@H]1CN([C@H](C)CO)C(=O)Cc2cc(N(C)C)ccc2O[C@@H]1CN(C)C(=O)Nc1ccc(F)cc1	-4	/
37	O=C(CN1CCOCC1)NCC[C@H]1CC[C@@H](NC(=O)c2ccccc2F)[C@@H](CO)O1	/	-15
38	COC(=O)[C@H]1[C@H](CO)[C@H]2Cn3c(ccc(-c4ccccc4F)c3=O)[C@H]2N1Cc1ccccc1	3	55
39	C[C@H]1CN([C@@H](C)CO)C(=O)c2cc(-c3cccnc3)cnc2O[C@@H]1CN(C)C(=O)Cc1cccnc1	-1	40
40	CC(=O)N(C)C[C@H]1Oc2cc(-c3ccncc3)ccc2S(=O)(=O)N([C@H](C)CO)C[C@@H]1C	-3	-17

entry	Pf Dd2 inh	GASC1 inh
31	27	-2.3
32	15	0.4
33	8	-0.4
34	-1	6.1
35	-44	-1.2
36	6	3.2
37	20	-0.1
38	8	-0.3
39	21	-0.1
40	9	-1.5

Additional records:
entry	Compound	C diff growth	T cruzi growth
41	O=S(=O)(c1ccccc1)N1CC[C@H]2[C@H](CO)Nc3ccc(Br)cc3[C@H]21	-8	74
42	C[C@@H]1CCCCO[C@@H](CN(C)C(=O)Nc2ccc(F)cc2)[C@@H](C)CN([C@@H](C)CO)C(=O)c2cc(NC(=O)Cc3ccccc3)ccc2O1	-7	/
43	Cc1ccc(S(=O)(=O)N[C@@H]2CC[C@H](CCNC(=O)C3CCCCC3)O[C@@H]2CO)cc1	/	69
44	COc1ccc(-c2cnc3c(c2)C(=O)N([C@H](C)CO)C[C@@H](C)[C@@H](CN(C)S(=O)(=O)c2ccc(OC)cc2)O3)cc1	/	69
45	C[C@@H]1CN([C@H](C)CO)S(=O)(=O)c2ccc(C3=CCCCC3)cc2O[C@H]1CN(C)C(=O)C1CCOCC1	/	/
46	C[C@@H]1CCCCO[C@H](CN(C)C(=O)NC2CCCCC2)[C@@H](C)CN([C@H](C)CO)C(=O)c2cc(NC(=O)Nc3ccccc3)ccc2O1	1	23
47	COc1cccc(-c2ccc([C@H]3[C@H]4CN(C(=O)C5CCCC5)CC(=O)N4[C@H]3CO)cc2)c1	2	/
48	COc1ccc(NC(=O)Nc2ccc3c(c2)[C@@H]2C[C@H](CC(=O)N4CCCCC4)O[C@@H](CO)[C@@H]2O3)cc1	2	32
49	O=C(C[C@@H]1C=C[C@H](NC(=O)Nc2cccc(F)c2)[C@@H](CO)O1)NCC1CC1	-2	/
50	O=C(C1CCOCC1)N1CC(=O)N2[C@@H](CO)[C@@H](c3ccc(-c4ccccc4F)cc3)[C@@H]2C1	-6	/

entry	Pf Dd2 inh	GASC1 inh
41	-51	0.1
42	-74	-0.5
43	4	-0.6
44	-21	-6.6
45	-37	-0.1
46	37	0.7
47	-36	0.0
48	-3	-3.3
49	19	-4.7
50	-37	-0.5

An excerpt from above in order of molar mass, highest first:
entry	Compound	C diff growth	T cruzi growth
48	COc1ccc(NC(=O)Nc2ccc3c(c2)[C@@H]2C[C@H](CC(=O)N4CCCCC4)O[C@@H](CO)[C@@H]2O3)cc1	2	32
43	Cc1ccc(S(=O)(=O)N[C@@H]2CC[C@H](CCNC(=O)C3CCCCC3)O[C@@H]2CO)cc1	/	69
50	O=C(C1CCOCC1)N1CC(=O)N2[C@@H](CO)[C@@H](c3ccc(-c4ccccc4F)cc3)[C@@H]2C1	-6	/
49	O=C(C[C@@H]1C=C[C@H](NC(=O)Nc2cccc(F)c2)[C@@H](CO)O1)NCC1CC1	-2	/

entry	Pf Dd2 inh	GASC1 inh
48	-3	-3.3
43	4	-0.6
50	-37	-0.5
49	19	-4.7

Next part:
entry	Compound	C diff growth	T cruzi growth
51	C[C@H](CO)N1C[C@H](C)[C@H](CN(C)S(=O)(=O)c2ccc(Cl)cc2)Oc2ccc(NC(=O)Nc3ccccc3)cc2CC1=O	5	55
52	CCC(=O)N1[C@H](CO)[C@@H](c2ccc(C3=CCCC3)cc2)[C@H]1CNC(=O)CN(C)C	-3	-72
53	COc1ccc(S(=O)(=O)N(C)C[C@H]2Oc3ccc(NC(=O)C4CCCCC4)cc3CC(=O)N([C@H](C)CO)C[C@H]2C)cc1	0	44
54	O=C(C[C@H]1CC[C@@H]2[C@H](COC[C@@H](O)CN2C(=O)c2ccccc2F)O1)N1CCOCC1	/	0
55	Cc1cc(C(=O)Nc2cccc3c2O[C@@H](CN(C)S(C)(=O)=O)[C@@H](C)CN([C@H](C)CO)C3=O)n(C)n1	0	14
56	C[C@H](CO)N1C[C@H](C)[C@H](CN(C)C(=O)Nc2ccc(F)cc2)Oc2ccc(NC(=O)Nc3ccc(F)cc3)cc2CC1=O	-1	-8
57	C[C@H](CO)N1C[C@H](C)[C@@H](CN(C)Cc2ccc(C(=O)O)cc2)Oc2ccc(NS(=O)(=O)c3ccc(F)cc3)cc2C1=O	1	17
58	CC(=O)N[C@@H]1CC[C@H](CCNC(=O)C2CCC2)O[C@H]1CO	0	/
59	CCC(=O)N(C)C[C@@H]1Oc2ncc(-c3ccccc3F)cc2C(=O)N([C@H](C)CO)C[C@@H]1C	4	24

entry	Pf Dd2 inh	GASC1 inh
51	-13	0.2
52	-30	1.3
53	4	-0.1
54	5	-0.6
55	5	0.9
56	-5	0.3
57	4	1.3
58	-14	5.1
59	52	-1.0
